Screening data as filed in PubChem.
TDP1 cell CPT: DT40-hTDP1 cell growth loss with CPT. chicken DT40 Tdp1-/-;hTDP1 cells + 20 nM CPT, ATP luminescence, 48 h. Potency, µM (titrated, usually from 46.2 µM), inactives show at the highest dose activity change, negative = growth inhibition, actives largely listed as inhibitors. 420,000 compounds, 12% hits. AID 686979; also: nearly all actives have a fitted effect of over 55% in size
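Cell growth measured by CellTiter-Glo luminescence after a minimum 48 h, 37 C compound exposure with 20 nM CPT in Tdp1-knockout DT40 cells stably expressing hTDP1, seeded 400/well; qHTS titration format.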
DT40 TDP1 no CPT: qHTS for Inhibitors of human tyrosyl-DNA phosphodiesterase 1 (TDP1): qHTS in cells in absence of CPT; DT40 Tdp1-/- hTDP1 cells, no CPT, ATP luminescence, 48 h; Potency, µM (series often up to 46.2 µM), inactives show at the highest dose activity change, negative = growth inhibition, hits mostly inhibitors; 420,000 compounds, 15% hits; also: nearly all actives have a fitted effect of over 55% in size
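Seeded 400 DT40-hTDP1 cells/well (vehicle DMSO, no 20 nM CPT); pinned compounds; ≥48 hr at 37 °C; CellTiter-Glo luminescence as viability measure.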
GCN5L2 inh: inhibitors of human GCN5L2 histone acetyltransferase | Q92830 | GCN5L2 HAT assay, ThioGlo1 CoA-SH fluorescence | Potency, µM (titrated, usually from 58.9 µM), without a hit: at the top dose activity change, negative = inhibition, most hits filed as inhibitors | 390,000 compounds, 0.21% hits
Target sequence (Q92830 whole entry, looked up): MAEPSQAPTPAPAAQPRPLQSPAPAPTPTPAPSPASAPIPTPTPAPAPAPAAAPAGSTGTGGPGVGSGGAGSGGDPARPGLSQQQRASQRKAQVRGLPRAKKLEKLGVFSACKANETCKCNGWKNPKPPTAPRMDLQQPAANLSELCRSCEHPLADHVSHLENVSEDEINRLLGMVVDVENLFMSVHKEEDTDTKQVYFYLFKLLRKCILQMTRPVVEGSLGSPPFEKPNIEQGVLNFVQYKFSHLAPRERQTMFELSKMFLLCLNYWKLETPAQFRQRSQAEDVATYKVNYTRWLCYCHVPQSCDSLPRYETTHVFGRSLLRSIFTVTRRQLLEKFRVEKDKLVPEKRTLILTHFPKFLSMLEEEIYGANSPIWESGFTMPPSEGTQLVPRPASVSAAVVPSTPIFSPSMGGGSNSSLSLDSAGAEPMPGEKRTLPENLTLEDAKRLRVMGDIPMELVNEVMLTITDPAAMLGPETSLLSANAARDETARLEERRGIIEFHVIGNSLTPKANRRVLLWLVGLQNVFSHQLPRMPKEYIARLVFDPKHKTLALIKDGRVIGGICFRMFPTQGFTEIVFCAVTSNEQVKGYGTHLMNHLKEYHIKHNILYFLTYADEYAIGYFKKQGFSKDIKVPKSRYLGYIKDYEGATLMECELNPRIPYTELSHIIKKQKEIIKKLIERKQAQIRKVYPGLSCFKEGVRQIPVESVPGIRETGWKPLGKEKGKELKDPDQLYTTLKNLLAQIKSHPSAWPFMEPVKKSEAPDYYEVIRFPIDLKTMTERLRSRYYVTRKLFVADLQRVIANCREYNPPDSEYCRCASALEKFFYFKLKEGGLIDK
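Fluorescence readout, Ex340nm/Em540nm: ThioGlo1 (50uM final) reacts with free CoA thiol released as 20nM GCN5L2 acetylates H3(1-25) peptide (75uM) using acetyl-CoA (70uM). Compound and enzyme sat 15 min beforehand; 20 min room-temperature reaction.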
* hit, by the source's call; ? = inconclusive; nt = not tested or not shown; & = joins results of further samples. Calls follow the shape of the dose curve; as a rule, active = well fitted curve in the direction sought with a large enough effect; inconclusive = small, poorly fitted or top-dose-only effect, or another doubt; inactive = no such curve, though single readings can be large; an effect the other way counts as inactive or inconclusive. % is scaled to controls: 0 for no effect and ±100 for the full control effect; potency is read from the fitted curve at half-maximal effect. Only part of the results is shown; count on the stated rates, not on these rows.

SMILES	TDP1 cell CPT	DT40 TDP1 no CPT	GCN5L2 inh
CCCCn1c(N)c(N(CC)C(=O)c2cccc(S(=O)(=O)N3CCCc4ccccc43)c2)c(=O)[nH]c1=O	?	-20%	-3%
Cc1cc(C(=O)OCC(=O)NCc2ccc(F)cc2)c2ccccc2n1	?	-11%	-4%
COc1ccccc1NC(=O)N[C@@H](Cc1c[nH]c2ccccc12)C(=O)NN	-2%	?	-2%
O=S(=O)(O)Oc1ccc(C(c2ccc(OS(=O)(=O)O)cc2)c2ccccn2)cc1	-2%	8%	nt
COc1ccc(CC(C)N2CCN(Cc3ccccc3)CC2)cc1OC (centres undefined)	26%	21%	-3%
COc1ccc2cc(C(=O)c3ccccc3)c(=O)oc2c1	-21%	-9%	-7%
CCn1c(CC(=O)Nc2ccccc2C)nnc1SCC(=O)NC1CCCC1	6%	-16%	-4%
Cc1cc(C)n2c(Nc3ccc4c(c3)OCCO4)c(-c3ccccc3)nc2n1	?	?	-12%
CCn1c(=O)c(C(=O)NC(C)C)c(O)c2ccccc21	-27%	?	-3%
COc1ccc(Nc2ncc(C#N)c(N)n2)c(OC)c1	6%	-12%	-19%
O=c1[nH]cc(CCCc2ccccc2)c(=O)[nH]1	0%	-7%	nt
COc1ccc(NC(=S)N2N=CCC2c2ccccc2)cc1 (centres undefined)	-21%	7%	2%
Cc1c(Cl)cccc1NC(=S)N(Cc1ccco1)C(C)c1ccccn1 (centres undefined)	?	?	-2%
Cc1nnc(SC(C)C(=O)Nc2ccc3ccccc3c2)n1C (centres undefined)	4%	27%	2%
COc1ccc(-c2csc(/C=C/c3ccc4c(c3)OCO4)n2)cc1OC	?	?	13%
CCOc1cc(C(=S)N2CCCC2)ccc1OCc1ccccc1	-5%	?	1%
COc1ccc(C(CNC(=O)c2cccc(NS(=O)(=O)c3ccc(C)c(F)c3)c2)N2CCOCC2)cc1 (centres undefined)	?	?	-3%
Nc1ccc(S(=O)(=O)NC2(C(F)(F)F)NC(=O)N(c3ccc(F)cc3)C2=O)cc1 (centres undefined)	13%	1%	-3%
CC(C)c1c(C(=O)N/N=C/c2c[nH]c3ccccc23)nnn1-c1nonc1N	?	?	2%
O=C(NCCc1c[nH]c2ccccc12)c1ccc2[nH]c(=O)c(=O)[nH]c2c1	3%	-2%	-4%
CCOC(=O)CCC1(C(=O)OC)C(=O)CCCCCC=C1C(=O)OC (centres undefined)	0%	6%	nt
Cn1c(=O)[nH]c(=O)c2c1ncn2CCCc1ccccc1	-8%	-2%	-1%
COc1ccc(NC(=O)COC(=O)COc2cccc3c2OC(C)(C)C3)cc1	-8%	-12%	-10%
Cn1cc(S(=O)(=O)N2CCCCCC2)cc1C(=O)N1CCN(c2cccc(Cl)c2)CC1	15µM*	?	-8%
O=C1CCN(Cc2ccccc2)CCN1CCO	-14%&-14%	-3%&-7%	-21%
COc1ccc(N2CCC(CNC(=S)Nc3cc(C)ccc3C)C2)cc1 (centres undefined)	16µM*	16µM*	-6%
O=C(NNc1cc(Br)c(O)c(Br)c1)c1ccccc1	?	18µM*	-26%
O=C1N/C(=C/c2ccc(N3CCOCC3)o2)C(=O)N1c1ccccc1	12µM*	9.2µM*	-5%
Cc1ccccc1NC(=O)C(=O)Nc1ccccc1C	-28%	-4%	1%
CCCn1c(C)cc(C(=O)CSc2nc3nc(C)cc(C)n3n2)c1C	?	?	-4%
COC(=O)[C@H](CCSC)NC(=O)[C@@H](Cc1cnc[nH]1)NC(=O)OCc1ccccc1	1%	12%	19%
Cc1cc(C)c(OCC(=O)OCC(=O)N2CCCc3ccccc32)c(C)c1	-5%	-11%	-11%
CCc1nnc(NC(=O)c2cc(-c3ccco3)nc3ccccc23)s1	2%	?	-11%
COc1ccc2oc(=O)c(C(=O)N3CCN(c4ccccc4F)CC3)cc2c1	-27%	-20%	2%
CC(=O)N1CCC(C(=O)N2c3ccccc3N=C(c3ccc4c(c3)OCO4)C2C(=O)Nc2c(C)cccc2C)CC1 (centres undefined)	?	?	nt
CC(C)CCOC(=O)C1C(c2ccccc2)C(C(=O)O)C1c1ccccc1 (centres undefined)	1%	1%	-8%
Cc1ccc(CN2CCC(n3nccc3NC(=O)CCOc3ccccc3)CC2)cc1C	?	-20%	-3%
Fc1ccc(/C=N/Nc2nc3ccccc3[nH]2)cc1F	?	?	14%
COc1ccccc1C/C(N)=N/OC(=O)COc1ccccc1C	-16%	-20%	-4%
Cc1cc(=O)oc2n[nH]c(-c3ccccc3)c12	-6%	-3%	1%
Cc1ccsc1CN(C(=O)c1ccc(OCC(C)C)cc1)C1CCS(=O)(=O)C1 (centres undefined)	?	15µM*	-2%
Cc1ccc(NC(=O)c2cc3ccccn3n2)cc1F	?	?	-5%
CCOC(=O)N1CCN(C(=O)C(CC(C)C)NC(=O)C2CCCCC2)CC1 (centres undefined)	-24%	-14%	0%
O=C(O)/C=C/c1cn(-c2ncc(C(F)(F)F)cc2Cl)c2ccccc12	-1%	18%	-15%
O=C(NC(=S)N1CCN(C/C=C/c2ccccc2)CC1)c1ccc(Cl)nc1	23µM*	15µM*	1%
CCCCn1nnnc1C1(C)CCC(=O)N1CCc1ccc(OC)c(OC)c1 (centres undefined)	-9%	-20%	nt
COc1ccc(-n2ccnc(NCc3cccs3)c2=O)cc1OC	?	?	-1%
CC(OC(=O)CSc1ccc([N+](=O)[O-])cc1)C(=O)NCc1ccco1 (centres undefined)	-6%	2%	-18%
COc1ccc(C(=O)OCc2csc(C)n2)c(O)c1	6%	0%	-3%
N#Cc1ccccc1NC(=O)CSc1nnc(N)s1	1%	-13%	9%
O=C(C[n+]1cc(-c2ccc(F)cc2)n2c1CCC2)OCc1ccccc1	-10%	0%	1%
Cc1cc(N2CCN(c3ccc(C(F)(F)F)cc3[N+](=O)[O-])CC2)c2ccccc2n1	?	21µM*	-21%
CC(=O)c1ccc(N2C(=NC(=O)C3CCCO3)SC3CS(=O)(=O)CC32)cc1 (centres undefined)	1%	21%	-12%
CCOC(=O)C1CCCN(C(=O)c2cc3c(OC)c(OC)c(OC)cc3[nH]2)C1 (centres undefined)	?	-20%	-2%
NC(CCc1ccccc1)c1csc(NC(=O)NCC2CCCCC2)n1 (centres undefined)	15µM*	15µM*	nt
Cc1ccc(CNC(=O)c2ccc3c(c2)NC(=O)C(CS(=O)(=O)Cc2cccc(F)c2)N3)cc1 (centres undefined)	-10%	4%	-1%
COc1ccccc1-c1cc(Nc2ccc(F)cc2)ncn1	?	23µM*	-13%
Cc1ccc(NC(=O)C(Cc2ccccc2)NS(=O)(=O)c2ccc3c(c2)c(=O)n(C)c(=O)n3C)cc1 (centres undefined)	16µM*	?	0%
O=C(O)CSc1nccc2ccccc12	-1%	-14%	4%
COc1ccc(S(=O)(=O)Nc2cc3c(cc2C(C)=O)OCO3)cc1	10µM*	4.6µM*	-2%
Next compounds.
SMILES	TDP1 cell CPT	DT40 TDP1 no CPT	GCN5L2 inh
CC(C)Cc1nn2c(=O)cc(COC(=O)c3ccccc3NC(=O)c3ccccc3)nc2s1	-5%	6%	1%
COc1ccc(C(=O)Oc2ccc3oc(=O)sc3c2)cc1	13µM*	?	-3%
CCOc1cc(/C=C/C(=O)OCC(=O)NCc2ccco2)cc(Cl)c1OC	?	?	-20%
Cn1c(=O)c2c(ncn2CC(=O)N2CCN(c3cccc(Cl)c3)CC2)n(C)c1=O	-23%	-16%	1%
O=C(COc1ccccc1)Nc1cccc2nsnc12	8%	-28%	-20%
CC1CCN(C(=O)c2[nH]c(C(F)(F)F)nc2-c2ccccc2)CC1	1%	11%	nt
CC(Sc1ncnc2c1cnn2-c1ccccc1)C(=O)NCC1CCCO1 (centres undefined)	-22%	-6%	-18%
O=C(O)c1cc2c(ccc3ccccc32)o1	?	?	-2%
CN(C1CCCCC1)S(=O)(=O)c1ccc(SCC(N)=O)nc1	-5%	-23%	nt
COc1ccc(CCNC(=O)CN2C(=O)COc3ccc(C)cc32)cc1OC	-2%	-19%	-1%
Cc1cccc(C)c1OC(=O)CSc1nnc(-c2ccccc2)o1	-9%	-24%	-3%
CC1(C)CC2(CCO1)OC(=O)CC2C(=O)Nc1ccc(Br)cc1 (centres undefined)	0%	-2%	-12%
O=C(NCc1ccncc1)c1cnn(-c2ncc3c(n2)-c2ccccc2CC3)c1C1CC1	10%	-8%	nt
Cc1ccccc1OCc1cc(=O)n2c(-c3ccccc3)csc2n1	?	?	1%
CC(C)(C)C(=O)CSc1nc2ccsc2c(=O)n1Cc1ccccc1Cl	21µM*	15µM*	-13%
COc1cccc(/C=N/NC(=O)c2c(C)nc3ccc(Cl)cn23)c1O	0.92µM*	1µM*	-2%
CN(C)c1cccc(C(=O)OCC(=O)N2CCc3ccccc3C2)c1	-15%	-19%	-2%
O=C(COc1ccc([N+](=O)[O-])cc1)Nc1nc(-c2ccccn2)cs1	4.6µM*	5.8µM*	-8%
C/C(=C1/SC(N2CC(C)OC(C)C2)=NC1=O)c1ccccc1 (centres undefined)	?	?	-4%
O=C(O)c1ccc2c(c1)C(=O)/C(=C\c1ccco1)C2=O	?	18%	-19%
CC(C)(C)OC(=O)N1CCN(c2nc(-c3cccs3)nc3ccccc23)CC1	13µM*	8.9µM*	nt
CC(C)(C)S(=O)N1Cc2cc(C(=O)NCC(F)(F)F)nc(-c3cccc(-c4cccc(F)c4)c3)c2[C@H]1CCO (some centres undefined)	?	21µM*	nt
O=C(c1ccccc1)c1cc2cc(Cl)ccc2[nH]1	13%	15%	-4%
Cn1cc(C(=O)Nc2ccc(F)c(F)c2)cn1	-5%	?	-1%
Cc1nc2ccn(Cc3cccnc3)c(=O)c2cc1C(=O)NCc1ccccc1	4%	-13%	-3%
O=C(/C=C/c1ccc(Br)cc1)NC(=O)c1ccccc1O	-11%	?	-16%
O=C(NC1=NCCS1)c1cc(-c2cccc(Br)c2)nc2ccccc12	-26%	?	-12%
O=C1C(Cc2ccccc2)Nc2ncnc(N3CCOCC3)c2N1Cc1ccc(Cl)cc1 (centres undefined)	?	?	?
Cc1csc(SC(C)C(=O)NCC2CCCCC2)n1 (centres undefined)	4%	-20%	-4%
O=C(CSc1n[nH]c(-c2cccnc2)n1)Nc1ccnc2ccccc12	-14%	?	-2%
CCOC(=O)CSc1nnc(C2CCCCC2)n1C	-21%	-5%	-15%

Shown with two lines to a compound: 20 of the compounds above
Values run as follows: TDP1 cell CPT | DT40 TDP1 no CPT | GCN5L2 inh
> CN(C1CCCCC1)S(=O)(=O)c1ccc(SCC(N)=O)nc1
 : -5% | -23% | nt
> COc1ccc(CCNC(=O)CN2C(=O)COc3ccc(C)cc32)cc1OC
 : -2% | -19% | -1%
> Cc1cccc(C)c1OC(=O)CSc1nnc(-c2ccccc2)o1
 : -9% | -24% | -3%
> CC1(C)CC2(CCO1)OC(=O)CC2C(=O)Nc1ccc(Br)cc1 (centres undefined)
 : 0% | -2% | -12%
> O=C(NCc1ccncc1)c1cnn(-c2ncc3c(n2)-c2ccccc2CC3)c1C1CC1
 : 10% | -8% | nt
> Cc1ccccc1OCc1cc(=O)n2c(-c3ccccc3)csc2n1
 : ? | ? | 1%
> CC(C)(C)C(=O)CSc1nc2ccsc2c(=O)n1Cc1ccccc1Cl
 : 21µM* | 15µM* | -13%
> COc1cccc(/C=N/NC(=O)c2c(C)nc3ccc(Cl)cn23)c1O
 : 0.92µM* | 1µM* | -2%
> CN(C)c1cccc(C(=O)OCC(=O)N2CCc3ccccc3C2)c1
 : -15% | -19% | -2%
> O=C(COc1ccc([N+](=O)[O-])cc1)Nc1nc(-c2ccccn2)cs1
 : 4.6µM* | 5.8µM* | -8%
> C/C(=C1/SC(N2CC(C)OC(C)C2)=NC1=O)c1ccccc1 (centres undefined)
 : ? | ? | -4%
> O=C(O)c1ccc2c(c1)C(=O)/C(=C\c1ccco1)C2=O
 : ? | 18% | -19%
> CC(C)(C)OC(=O)N1CCN(c2nc(-c3cccs3)nc3ccccc23)CC1
 : 13µM* | 8.9µM* | nt
> CC(C)(C)S(=O)N1Cc2cc(C(=O)NCC(F)(F)F)nc(-c3cccc(-c4cccc(F)c4)c3)c2[C@H]1CCO (some centres undefined)
 : ? | 21µM* | nt
> O=C(c1ccccc1)c1cc2cc(Cl)ccc2[nH]1
 : 13% | 15% | -4%
> Cn1cc(C(=O)Nc2ccc(F)c(F)c2)cn1
 : -5% | ? | -1%
> Cc1nc2ccn(Cc3cccnc3)c(=O)c2cc1C(=O)NCc1ccccc1
 : 4% | -13% | -3%
> O=C(/C=C/c1ccc(Br)cc1)NC(=O)c1ccccc1O
 : -11% | ? | -16%
> O=C(NC1=NCCS1)c1cc(-c2cccc(Br)c2)nc2ccccc12
 : -26% | ? | -12%
> O=C1C(Cc2ccccc2)Nc2ncnc(N3CCOCC3)c2N1Cc1ccc(Cl)cc1 (centres undefined)
 : ? | ? | ?
